From PubChem BioAssay
APE1 inh: blocks human APE1 abasic DNA cleavage | P27695 | recombinant APE1, TAMRA/BHQ-2 abasic DNA cleavage fluorescence | Potency, µM (series often up to 65.8 µM), inactives show top-dose activity change, negative = inhibition, hits mostly inhibitors | 0.35% of 350,000 active | AID 2517;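 note: plate controls were vehicle for no effect and reference inhibitor for full effect; nearly all actives have a fitted effect of over 55% in size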
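Kinetic fluorescence read (525 ex/598 em nm, three reads 60 s apart) of AP-site incision; signal = third minus first read. Enzyme 0.75 nM, dual-labelled THF duplex 50 nM, compound preincubation 15 min RT.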
Pol eta inh: inhibitors of human DNA polymerase eta. Q9Y253. recombinant Pol eta, fluorescent DNA replication assay. Potency, µM (doses to about 114 µM), without a hit: at the top dose activity change, negative = inhibition, usual class: inhibitors. 1.2% of 390,000 active. AID 588591; note: % is set by controls: 0 for no effect and ±100 for the full control effect
Target sequence (Q9Y253 whole entry, looked up): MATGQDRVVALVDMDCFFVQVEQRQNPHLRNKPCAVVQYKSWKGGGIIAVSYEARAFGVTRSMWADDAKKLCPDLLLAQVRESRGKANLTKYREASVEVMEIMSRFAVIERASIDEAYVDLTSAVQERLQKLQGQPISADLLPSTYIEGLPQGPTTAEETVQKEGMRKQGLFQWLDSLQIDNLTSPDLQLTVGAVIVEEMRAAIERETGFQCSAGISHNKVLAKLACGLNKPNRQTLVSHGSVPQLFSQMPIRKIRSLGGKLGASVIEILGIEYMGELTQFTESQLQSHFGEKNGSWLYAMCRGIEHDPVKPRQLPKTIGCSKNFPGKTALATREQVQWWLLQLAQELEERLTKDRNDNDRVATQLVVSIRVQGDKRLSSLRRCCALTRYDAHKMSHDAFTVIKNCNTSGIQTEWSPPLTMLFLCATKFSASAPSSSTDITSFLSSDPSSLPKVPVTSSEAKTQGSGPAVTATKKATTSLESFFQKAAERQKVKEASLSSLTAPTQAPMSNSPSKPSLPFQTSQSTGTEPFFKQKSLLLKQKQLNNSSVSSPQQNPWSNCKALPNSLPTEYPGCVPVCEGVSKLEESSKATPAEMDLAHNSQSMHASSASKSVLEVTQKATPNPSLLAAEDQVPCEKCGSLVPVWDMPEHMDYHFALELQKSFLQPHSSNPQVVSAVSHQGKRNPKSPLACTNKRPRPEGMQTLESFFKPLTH
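Pol eta (10 nM) was preincubated with compounds for 15 min at room temperature, after which fluorescent replication substrate (50 nM final) was added to start the reaction. Fluorescence was read kinetically at 0 and 10 min.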
Pol beta inh: blocks human DNA polymerase beta activity | P06746 | AID 485314 | 1.3% of 340,000 active | Potency, µM (highest dose often 114 µM), for the others: at the highest dose activity change, negative = inhibition, most hits filed as inhibitors | Pol beta primer extension/strand displacement, fluorescence kinetic; note: % is set by controls: 0 for no effect and ±100 for the full control effect
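Values derive from four-parameter Hill fits of normalized kinetic data: reads at 0 and 10 min following addition of 50 nM substrate to 10 nM Pol beta preincubated 15 min with compound.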
BAZ2B inh: inhibitors of human BAZ2B bromodomain | AID 504333 | Q9UIF8 | Potency, µM (titrated, usually from 114 µM), without a hit: top-dose activity change, negative = inhibition, hits mostly inhibitors | 4.4% of 360,000 active | AlphaScreen BAZ2B-H3K14Ac peptide displacement; note: % is set by controls: 0 for no effect and ±100 for the full control effect; nearly all actives have a fitted effect of over 60% in size
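AlphaScreen displacement: compounds (up to 110uM) incubated 30 min at room temperature with a preformed 50 nM BAZ2B/50 nM biotinylated H3K14Ac peptide complex in PBS pH 7.4 with Tween-20. Donor and acceptor beads at 10 ug/mL final added, 20 min light-protected before reading.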
BLM inh: Bloom syndrome helicase (human) inhibition. P54132. recombinant BLM DNA unwinding, fluorescence dequenching. Potency, µM (highest dose often 56.1 µM), without a hit: top-dose activity change, negative = inhibition, hits mostly inhibitors. 0.2% of 350,000 active. AID 2528;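 note: plate controls were vehicle for no effect and no enzyme for full effect; nearly all actives have a fitted effect of over 35% in size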
POLK inh: DNA polymerase kappa (human) inhibition; AID 588579; 0.53% of 400,000 active; purified Pol kappa, fluorescent DNA synthesis assay, 10 min; Potency, µM (series often up to 107 µM), for the others: at the highest dose activity, negative = inhibition, usual class: inhibitors; note: % is set by controls: 0 for no effect and ±100 for the full control effect
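Inhibition of 10 nM Pol kappa is measured by a fluorescent read-out at 0 and 10 min following addition of 50 nM substrate (final), with a 15-min room-temperature compound preincubation.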
Pol iota inh: DNA polymerase iota (human) inhibition; Q9UNA4; Pol iota fluorescent replication assay, 10 min; Potency, µM (titrated, usually from 115 µM), inactives show at the top dose activity, negative = inhibition, most hits filed as inhibitors; 1% of 390,000 active; AID 588590
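Pol iota at 10 nM preincubated 15 min with compounds at room temperature; reaction started with fluorescent substrate, 50 nM final. Fluorescence read kinetically at 0 and 10 min; buffer-only wells as negative control.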
G9a inh: blocks human histone lysine methyltransferase G9a | Q96KQ7 | G9a H3K9 monomethylation, AlphaScreen, 2 h | Potency, µM (highest dose often 102 µM), for inactives: at the top dose activity, negative = inhibition, hits mostly inhibitors | 8.8% of 350,000 active; note: % is set by controls: 0 for no effect and ±100 for the full control effect; nearly all actives have a fitted effect of over 75% in size
Target sequence (Q96KQ7 913-1193 limits assumed): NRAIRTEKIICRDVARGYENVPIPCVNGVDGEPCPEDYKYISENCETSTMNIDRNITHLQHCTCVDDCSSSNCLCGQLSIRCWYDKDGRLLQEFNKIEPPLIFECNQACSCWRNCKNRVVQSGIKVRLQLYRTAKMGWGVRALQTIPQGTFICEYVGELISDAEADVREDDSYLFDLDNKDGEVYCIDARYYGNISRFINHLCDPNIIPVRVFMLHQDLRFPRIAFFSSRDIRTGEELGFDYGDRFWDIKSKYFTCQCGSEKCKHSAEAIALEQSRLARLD
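Step 1: enzyme (final 20 nM) with compound, 15 min RT. Step 2: substrate peptide 500 nM and SAM 20 uM, 2 h RT. Step 3: anti-H3K9me1 antibody and AlphaScreen beads, 10 min, then plate read.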
JMJD2A Tudor: JMJD2A Tudor domain (human) inhibition; O75164; AlphaScreen JMJD2A-Tudor / H3K4me3 peptide binding; AID 504339; 4.4% of 390,000 active; Potency, µM (series often up to 114 µM), for the others: at the top dose activity change, negative = inhibition, most hits filed as inhibitors; note: % is set by controls: 0 for no effect and ±100 for the full control effect; nearly all actives have a fitted effect of over 50% in size
The depositor's hits bear a star; ? = inconclusive; . = no result given; & = joins results of further samples; [ ] = another dose, or the depositor's remark. Calls come from the whole dose curve; as a rule, active = well fitted curve in the direction sought with a large enough effect; inconclusive = small, poorly fitted or top-dose-only effect, or another doubt; inactive = no such curve, though single readings can be large; an effect the other way counts as inactive or inconclusive. Potency is the fitted concentration of half-maximal effect. Not all compounds are listed; the hit share may differ from the screen's.

SMILES	APE1 inh	Pol eta inh	Pol beta inh	BAZ2B inh	BLM inh	POLK inh	Pol iota inh	G9a inh	JMJD2A Tudor
Cc1cccc(Cn2ccc(NC(=O)c3ccc4c(c3)OCO4)n2)c1	0%	-3%	20%	-18%	-9%	-11%	65%[activator]	-34%	-13%
CCOC(=O)CC[C@H](NC(=O)Cn1cnc(C(=O)Nc2ccc(C)c(C)c2)n1)C(=O)OCC	41%	-4%	.	.	.	20%	28%	.	-9%
CCCCOC(=O)c1c(N)n(-c2ccc(OC)cc2OC)c2nc3ccccc3nc12	.	-21%	-7%	4%	-2%	-10%	18%	-2%[59 µM]	4%
C#CCOCCOCCOCCNc1nc(N2CCN(C(=O)Cn3cc(CCCCN)nn3)CC2)nc(N2CCN(C(=O)[C@H](Cc3ccc(O)cc3)n3cc(CCO)nn3)CC2)n1	.	-19%	.	.	.	-5%	40%[activator]	.	-5%
CCNc1ncc2nc(-c3ccccc3)c(=O)n(C3CC3)c2n1	1%	.	.	.	-5%	-5%[60.1 µM]	.	-3%[12.7 µM]	.
COc1ccc(N(C)C(=O)CCS(=O)(=O)c2cccc3nsnc23)cc1	28%	-1%&2%	14%&28%	2%&-5%	-1%&0%	-3%&2%	21%&-1%	?	-15%&-19%
COc1ccc(CC(=O)N/N=C(\C)CC(=O)Nc2ccc(N(C)C)cc2)cc1	58%[12.4 µM]	-6%	-15%	-26%	-2%	0%	43%[activator]	-24%[59 µM]	-36%
CCc1ccc(C(=O)N/N=C/c2ccncc2)s1	3%	5%	36%	-15%	0%	-8%	-6%	43%	-12%
COc1ccc(C(CNC(=O)c2ccc(C)cc2)N2CCOCC2)cc1 (stereo unspecified)	.	-16%	0%	-23%	1%	10%	6%	29%[59 µM]	2%
CCCCN1C(=O)C(=O)N(CC(=O)Nc2ccccc2C(=O)OCC)C1=O	11%	-19%	2%	1%	-2%	-5%	44%[activator]	.	-20%
CCCCNC(=O)NC1CCCC1	2%	-14%	101%	-2%	-3%	-6%	35%[activator]	11%[59 µM]	1%
CCc1ccccc1N(CC)C(=O)C1CCN(c2ncnc3c2nc2n3CCCCC2)CC1	-3%	-8%&-27%	?	-33%&-4%	-3%&-1%	-17%&-3%	1%&19%	-8%	-24%&-11%
Cc1cc(NC(=O)Cc2cn3ccsc3n2)n(-c2ccccc2)n1	-2%	-21%	7%	11%	-5%	-7%	9%	-40%	-4%
CC1(C)C[C@H](O)[C@]2(CO)[C@H](O)C[C@]3(C)C(=CCC4[C@@]5(C)CC[C@H](O)C(C)(C)C5CC[C@]43C)[C@@H]2C1 (stereo partly specified)	-7%	-7%	.	.	.	6%	2%	.	-6%
COc1cc(-c2nnc(SCC(=O)Oc3ccccc3)o2)cc(OC)c1OC	.	-11%	-25%	-1%	-1%	-18%	38%[activator]	-29%[59 µM]	-11%
CCc1nnc(NC(=O)CCN2C(=O)c3ccccc3S2(=O)=O)s1	-5%	-7%	29%	4%	-6%	5%	27%	-6%[12.7 µM]	-4%
O=C1c2cccc3cccc(c23)C(=O)N1CC1CCCO1 (stereo unspecified)	-3%	7%	-1%	6%	0%	-15%	53%[activator]	22%	1%
CCN(CC)C(=O)C1CCCN(Cc2ccc3c(c2)OCO3)C1 (stereo unspecified)	12%	-1%	2%	?	-1%	-1%	23%	8.9µM*	7.1µM*
C[n+]1cc(-c2ccccc2)oc1-c1ccccc1	49%[activator]	-19%	-10%	-16%	-2%	-8%	6%	50µM*	7%
O=c1c(Cl)c(N2CCOCC2)cnn1-c1ncc(C(F)(F)F)cc1Cl	2%	-15%	0%	-16%	3%	8%	17%	-23%	-11%
CCCN(CCC)C(=O)c1cc(-c2ccc3c(c2)OCO3)nc2ccccc12	4%	?	?	8%	-8%	-24%	-5%	1%	13%
COc1ccc(C(=O)OCC(=O)NC2CCCCCCC2)cc1OC	20%	-11%	.	.	.	-15%	1%	.	-8%
COc1ccc2c(c1)C(C)=CC(C)(C)N2S(=O)(=O)c1ccc(C)cc1	-2%	-25%	-2%	-20%	-9%	-8%	29%	87%[activator]	-13%[57.1 µM]
CN1CCC(N(C)C(=O)COc2ccccc2-c2ccccc2)CC1	15%	-17%	?	12%	-1%	-14%	10%	7%[59 µM]	-11%
CC1(C)Cc2c(sc(NC(=O)C(=O)NCC3CCCO3)c2C(=O)O)CO1 (stereo unspecified)	4%	-12%	20%	-13%	4%	-1%	-25%	21%	-5%
CC(C)(C)N1C(=O)c2ccc(C(=O)NCc3ccco3)cc2C1=O	1%	4%	-9%	-23%	-3%	-4%	-13%	?	-21%
CCCN1Cc2cccc(C(=O)N3CCN(c4ccc(OC)cc4)CC3)c2C1=O	?	4%	-12%	2%	-7%	1%	9%	-42%	-22%
CC(C)NC[C@@H](O)COc1ccc(CCOCC2CC2)cc1	?	.	.	.	-9%	-4%[19.4 µM]	.	4%[21.5 µM]	.
COc1ccc2ccc(C(C)(C(C)=O)C(=O)OC(C)C)cc2c1 (stereo unspecified)	-16%	-13%	.	62%[activator]	.	-11%	16%	3%[0.501 µM]	90%[activator]
Cc1c(Br)c([N+](=O)[O-])nn1CCCC(=O)N1CCN(c2ccccc2)CC1	-8%	-16%	18%	-12%	-3%	-6%	12%	-3%[59 µM]	-22%
CC(C(=O)C12CC3CC(CC(C3)C1)C2)N1CCOCC1 (stereo unspecified)	7%	-25%	-3%	8%	-9%	1%	95%[activator]	.	?
Cc1cc(C)c2[nH]c(O)c(N=NC3=NC(=O)CS3)c2c1	-5%	?	?	?	-10%	-22%	26%	.	-29%
CC(C)N(Cc1ccccc1)C(=O)CN1C(=O)COc2ccc(S(=O)(=O)N3CCCCCC3)cc21	12%	-24%&-15%	0%&2%	-16%&-30%	-8%&-3%	1%&-4%	14%&9%	18%	?
COc1ccc(S(=O)(=O)N2CCN(C(=S)NC3CCCCC3)CC2)cc1	12%	-21%	7%	-27%	-4%	-16%	6%	6%	-15%
COc1ccc(N2CCN(C(=O)c3cc4c(-c5ccccc5F)nn(C)c4s3)CC2)cc1	.	-16%	14%	.	-11%	-3%	6%	11µM*	11µM*
COCCCNc1nc2c(-c3ccc(Cl)cc3)nnn2c2ccccc12	-4%	-3%	14%	10%	-4%	7%	-7%	19%	-16%

3 of these compounds, set out differently:
Order of results: APE1 inh | Pol eta inh | Pol beta inh | BAZ2B inh | BLM inh | POLK inh | Pol iota inh | G9a inh | JMJD2A Tudor
> Cc1cccc(Cn2ccc(NC(=O)c3ccc4c(c3)OCO4)n2)c1
  0% | -3% | 20% | -18% | -9% | -11% | 65%[activator] | -34% | -13%
> CC(C)NC[C@@H](O)COc1ccc(CCOCC2CC2)cc1
  ? | . | . | . | -9% | -4%[19.4 µM] | . | 4%[21.5 µM] | .
> CC1(C)C[C@H](O)[C@]2(CO)[C@H](O)C[C@]3(C)C(=CCC4[C@@]5(C)CC[C@H](O)C(C)(C)C5CC[C@]43C)[C@@H]2C1 (stereo partly specified)
  -7% | -7% | . | . | . | 6% | 2% | . | -6%

The list goes on:
SMILES	APE1 inh	Pol eta inh	Pol beta inh	BAZ2B inh	BLM inh	POLK inh	Pol iota inh	G9a inh	JMJD2A Tudor
CCOc1ccccc1NC(=O)c1ccccc1-c1nc(-c2ccccc2OC)no1	-1%	-23%	2%	4%	-8%	-8%	14%	-2%	-16%
CCOC(=O)NC(=O)CSc1cc(C)c2cc(C)cc(C)c2n1	-2%	-6%	-2%	11%	-14%	3%	-13%	?	-6%
COc1ccccc1CC(NC(C)=O)C(=O)NC1CCN(S(=O)(=O)c2ccccc2)CC1 (stereo unspecified)	14%	2%	14%	0%	-1%	8%	98%[activator]	-10%	-10%
CC1Cc2ccccc2N1C(=O)COC(=O)Cn1cnc2ccccc2c1=O (stereo unspecified)	0%	-4%	32%	7%	-3%	-16%	4%	-6%[59 µM]	-7%
CN(C)c1nc(N)nc(CSc2nnnn2-c2cccc3ccccc23)n1	3%	-8%	1%	-5%	-4%	-11%	11%	-5%[12.7 µM]	-16%
CC(=O)Nc1ccc(NC2CCCCC2NS(=O)(=O)c2ccccc2)cc1 (stereo unspecified)	-1%	-5%	8%	-24%	2%	-6%	15%	?	-17%
O=C1OCC(CO)(CO)N=C1NNc1ccccc1[N+](=O)[O-]	-3%	-19%	2%	-37%	-3%	-1%	-14%	?	-6%
CCC1=C(OC(=O)N(CC)CC)N2C(=O)OC(=NCc3ccccc3)[C@]2(C)[C@H]2C1=CC[C@H]1C(=O)N(CC)C(=O)[C@H]12	-3%&-2%	-26%	-4%	-4%	-6%&-5%	9%	10%	-5%[59 µM]	-15%
Fc1ccc(CN2CC[C@H]3C=CCc4cccc(c43)C2)cc1	33%	-10%	.	-32%	.	11%	10%	-10%[0.501 µM]	-28%
CCc1ccccc1Nc1cc(C(=O)NCc2ccc(C)cc2)c2ccccc2n1	.	-22%	0%	.	-10%	-11%	5%	0%[59 µM]	7%
CC(C)CNC(=O)/C(C#N)=C1\N=C(NC(=O)c2ccco2)c2ccccc21	-10%	-7%	-5%	?	-5%	-6%	5%	.	?
O=C(CSc1nc2ccccc2n1CC(=O)N1CCCCC1)N1CCCCC1	-6%	-15%	-2%	20%	-1%	0%	-20%	39%[59 µM]	2%
O=C1C[C@@H]2c3c(cccc3CN1Cc1ccc(Br)cc1)C[C@@H](O)[C@H]2O	.	-18%	.	.	.	15%&5%	-1%&0%	.	-6%
COc1cc2c(cc1OC)C(C)N(C(=O)c1cccc([N+](=O)[O-])c1)CC2 (stereo unspecified)	5%	-4%	31%	?	-5%	-21%	73%[activator]	-8%	-14%[11.4 µM]
O=C1CCCN1C(=O)CSc1ncnc2sccc12	-7%	20µM*	.	?	.	-44%	45µM*	?	-35%
O=c1c(Cc2ccc(Cl)cc2Cl)c(O)ccn1CCCN1CCOCC1	-2%	-16%	30%	-16%	-2%	6%	14%	-30%	-7%
O=C(C1COc2ccccc2O1)N1CCN(c2nc3ccc(F)cc3s2)CC1 (stereo unspecified)	.	-7%	-20%	-16%	-6%	-7%[60.1 µM]	1%	11%[59 µM]	-12%
Cc1ccsc1/C=N/NC(=O)CNC(=O)c1c(F)cccc1Cl	21%	-5%	25%	-3%	-2%	13%	49%[activator]	-5%[59 µM]	5%
CCOc1ccccc1NC(=O)C(NS(=O)(=O)c1cccc2nsnc12)c1ccccc1 (stereo unspecified)	.	-14%	11%	-11%	1%	-18%[60.1 µM]	-4%	-35%[59 µM]	-16%
